FXN GAA850 act – frataxin GAA850 promoter activation | activation, % at 6 µM | HEK293 lucGAA850 FXN promoter luciferase reporter, 24 h; percent of 10 µM SAHA response | 360,000 compounds, 0.56% hits | AID 540364;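 active = activation above the average of all compounds screened plus 3 SD, cutoff fixed separately per campaign, cut at about 7.5% in these data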;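 also: 0% = DMSO wells and 100% = 10 µM SAHA wells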
ADAM10 inh – inhibits human ADAM10; O14672; recombinant ADAM10, EDANS/DABCYL FRET peptide cleavage, 3 h; inhibition, % at 7 µM; 370,000 compounds, 0.62% hits;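 active = inhibition above a per-campaign cutoff equal to the mean of compounds falling between control-based bounds plus 3 SD, cut at about 20% in these data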;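 also: 0% = DMSO wells while the 100% control is not disclosed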
Target sequence (O14672 214-748 limits assumed): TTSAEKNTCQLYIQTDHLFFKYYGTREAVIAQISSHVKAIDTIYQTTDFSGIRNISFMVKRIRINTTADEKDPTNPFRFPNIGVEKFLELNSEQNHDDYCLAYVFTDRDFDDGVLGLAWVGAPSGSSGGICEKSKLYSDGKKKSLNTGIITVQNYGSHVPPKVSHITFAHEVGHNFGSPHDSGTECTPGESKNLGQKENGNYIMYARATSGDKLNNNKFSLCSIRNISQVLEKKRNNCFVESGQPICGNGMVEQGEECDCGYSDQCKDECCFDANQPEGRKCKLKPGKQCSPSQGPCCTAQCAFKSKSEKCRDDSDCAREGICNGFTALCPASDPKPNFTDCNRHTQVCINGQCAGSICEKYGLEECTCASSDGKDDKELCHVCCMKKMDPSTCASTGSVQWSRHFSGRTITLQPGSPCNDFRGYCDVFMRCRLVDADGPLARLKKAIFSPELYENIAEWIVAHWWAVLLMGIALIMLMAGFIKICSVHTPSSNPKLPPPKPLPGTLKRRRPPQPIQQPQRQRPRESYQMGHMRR
PLC-gamma1 inh – inhibitors of human phospholipase C gamma1; P19174; inhibition, % at 12.2 µM; 370,000 compounds, 0.84% hits; AID 720700; purified PLC-gamma1, fluorogenic substrate, fluorescence; in the data active = inhibition above about 9.5%
PLC-beta3 inh – inhibitors of human phospholipase C beta3; Q01970; Purified PLC-beta3, fluorogenic substrate, fluorescence; inhibition, % at 12.2 µM; 370,000 compounds, 0.18% hits; AID 720704; in the data active = inhibition above about 11%;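 also: 0% = median of compound wells on plate and 100% = full blocker control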
hcDAF-12 act – activates DAF-12 receptor from parasite H. contortus; 370,000 compounds, 1.4% hits; AID 652067; HEK293 hcDAF-12 lit1-tk-luc reporter, luminescence; 0% DMSO, 100% Δ7-dafachronic acid; activation, % at 6.8 µM;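 active = activation above the mean of all tested compounds plus 3 SD, cut at about 5.5% in these data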;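 also: 100% = response to 3 µM Δ7-dafachronic acid high control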
HGIII-sPLA2 inh – Inhibits HGIII-sPLA2 liposome hydrolysis, primary screen | Q9NZ20 | QFRET BODIPY PC-A2 liposome hydrolysis, fluorescence | inhibition, % at 12.2 µM | 370,000 compounds, 0.56% hits | AID 743126;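 active = inhibition above mean plus 3 SD of compounds lying within the high and low control bounds, cut at about 19% in these data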;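 also: 0% = median of test compound wells and 100% = no enzyme DMSO wells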
Target sequence (Q9NZ20 whole entry, looked up): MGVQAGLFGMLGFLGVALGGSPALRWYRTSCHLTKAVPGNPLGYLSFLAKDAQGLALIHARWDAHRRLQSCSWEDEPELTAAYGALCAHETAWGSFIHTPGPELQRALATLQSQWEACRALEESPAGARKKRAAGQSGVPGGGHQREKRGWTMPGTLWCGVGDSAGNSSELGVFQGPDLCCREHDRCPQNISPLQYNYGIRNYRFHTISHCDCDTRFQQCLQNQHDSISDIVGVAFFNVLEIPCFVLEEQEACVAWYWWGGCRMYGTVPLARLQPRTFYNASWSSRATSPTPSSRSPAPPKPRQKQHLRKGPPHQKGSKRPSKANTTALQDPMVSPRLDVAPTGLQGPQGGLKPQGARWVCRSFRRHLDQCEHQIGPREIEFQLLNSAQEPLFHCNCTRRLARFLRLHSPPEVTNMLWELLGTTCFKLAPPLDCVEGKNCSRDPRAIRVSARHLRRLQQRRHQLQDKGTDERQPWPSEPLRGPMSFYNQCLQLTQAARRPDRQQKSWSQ
hgDAF-12 ag – activates the H. glycines DAF-12 receptor ligand-binding domain | HEK293 GAL4-hgDAF12 UAS-luciferase reporter, agonist luminescence; normalized to butyrate control | activation, % at 6.8 µM | 370,000 compounds, 1.8% hits | AID 687014;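 active = activation above a cutoff set at the mean of all screened compounds plus 3 SD, cut at about 10% in these data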;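 also: 0% = DMSO wells and 100% = sodium butyrate wells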
ssDAF-12 act – activators of S. stercoralis DAF-12 nuclear receptor; activation, % at 6.8 µM; 370,000 compounds, 1% hits; HEK293 ssDAF-12/GRIP1 lit1-tk-luc reporter, luminescence; % of 3 µM dafachronic acid response;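 active = activation above the mean over all tested compounds plus 3 SD, cut at about 0.9% in these data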;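 also: 0% = DMSO-only wells and 100% = 3 µM delta7-dafachronic acid wells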
DAX1 inh-1 – DAX1 (NR0B1) inhibition, primary screen. inhibition, % at 6.8 µM. 370,000 compounds, 1.1% hits. AID 652010. HEK293T StAR-luciferase reporter, SF-1/DAX-1 repression relief;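 active = inhibition above the mean over all tested compounds plus 3 SD, cut at about 3.6% in these data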;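 also: 0% = DAX-1 cells with DMSO and 100% = cells lacking DAX-1 with DMSO; higher inhibition means more luminescence from relief of DAX-1 repression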
ADAM17 inh – inhibits human ADAM17; P78536; recombinant ADAM17, EDANS/DABCYL FRET peptide cleavage; inhibition, % at 6.95 µM; 370,000 compounds, 0.83% hits; AID 720648;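 active = inhibition above the mean of compounds lying between control limits plus 3 SD, set per campaign, cut at about 8.5% in these data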;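 also: 0% = DMSO-only wells as the low control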
DAX1 inh-2 – inhibits human nuclear receptor DAX1. 340,000 compounds, 0.99% hits. AID 504766. inhibition, % at 6.75 µM. HEK293 Gal4-DAX1 luciferase reporter, luminescence. P51843;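 active = inhibition above the mean over all tested compounds plus 3 SD, cut at about 4.2% in these data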;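 also: 0% = DAX1-transfected cells with DMSO and 100% = empty-vector control cells with DMSO; inhibition shows as a rise in luminescence from relieved DAX1 repression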
Starred values were filed as active, the others as inactive; x = not tested or not shown.

Results follow in this order: FXN GAA850 act, ADAM10 inh, PLC-gamma1 inh, PLC-beta3 inh, hcDAF-12 act, HGIII-sPLA2 inh, hgDAF-12 ag, ssDAF-12 act, DAX1 inh-1, ADAM17 inh, DAX1 inh-2
CC(C)c1csc(CN2CCC(CO)(Cc3ccccc3)CC2)n1
→ -0.3, -9, 0, 5, -0.4, -3, 0.1, -0.8, -1.0, -2, -1.7
O=C(Nc1ccccc1)c1cc(C2CCCCN2C(=O)OCc2ccccc2)on1 (stereo unspecified)
→ -0.1, 5, 3, 4, 1.8, 4, -1.5, -0.7, 0.2, 3, x
Cc1ccc(Cn2cc(C(=O)NN)c(=O)c3ccc(F)cc32)cc1
→ -1.4, 1, 1, -6, -2.3, 1, -1.9, -1.6, -0.5, -2, 0.3
Cc1ccccc1C(=O)Nc1ccc2c(c1)nc(CCNC(=O)c1ccco1)n2C
→ 0.2, 0, 2, -10, -1.5, 3, 0.1, -1.4, -1.2, -2, 0.5
Nc1nc(NC(=O)/C=C/c2ccccc2)nn1-c1ccccc1
→ -0.1, 5, 6, 5, -0.5, 0, -0.9, -0.6, -0.2, 4, 0.3
COc1cc(C(C)=O)ccc1O
→ 0.2, -4, -1, 2, -0.5, -2, -1.1, -1.6, 1.3, -2, -1.5
COC(=O)c1[nH]c2cccc(OC)c2c1NC(=O)CCN1CC(C)CC(C)C1 (stereo unspecified)
→ -0.8, -97, -117, -165, -0.1, -2, -2.4, -1.4, 0.3, -35, -1.2
NS(=O)(=O)c1ccc(-n2nc(C(=O)O)cc2-c2ccc(Cl)cc2)cc1
→ 1.4, 3, -2, 1, -0.3, 4, -1.8, -1.4, 0.3, -4, 0.3
COc1ccccc1N1CCN(C(=O)c2cccc(N3C(=O)NC4CC3(C)Oc3ccccc34)c2)CC1 (stereo unspecified)
→ 0.0, -2, 3, 2, -1.3, -10, -3.6, -1.7, 0.8, -3, 0.6
CCCCCC(=O)N1C[C@@H](n2cc(-c3ccc(F)cc3)nn2)[C@H](O)C[C@@H]1c1ccc(Cl)cc1
→ -2.9, 15, 3, 5, -1.3, -2, 0.2, -1.3, -1.7, 11*, -0.4
CN1N=C2c3ccccc3CCC2C1c1ccc(Cl)cc1 (stereo unspecified)
→ 1.0, 0, -1, -7, 4.3, 8, 2.9, -0.1, -0.5, -4, 4.2
O=S(=O)(Nc1nc2ccccc2nc1NCC1CCCO1)c1cccs1 (stereo unspecified)
→ -0.1, -34, -34, -48, -0.2, -5, -1.4, -0.9, 0.1, -14, 0.2
Nc1nc(N2CCN(c3cccc(Cl)c3)CC2)n[nH]1
→ 1.8, 0, 6, -6, -1.2, 12, -2.3, -1.3, -0.6, -3, -0.6
CCN(CCn1cccn1)C(=O)CCc1nnc(CCCc2ccccc2)o1
→ 5.8, 0, 1, -1, 2.5, -4, 13*, 1.0*, 1.0, 2, 1.1
CCC(C)(C)C1CCc2[nH]nc(C(=O)NC3CCCC3)c2C1 (stereo unspecified)
→ -0.3, -15, 5, 5, -0.7, 8, 1.4, -1.4, -0.5, 3, 0.1
Cc1cccc(C(=O)n2cnnc2N)c1
→ 1.5, 4, 2, 4, -0.6, -2, -0.3, -1.3, -0.3, 2, -0.2
CC1CCCN(c2ccc3nncn3n2)C1 (stereo unspecified)
→ -1.3, -2, 2, 0, -0.3, 14, 0.4, -1.1, 0.1, -6, 0.6
COc1ccccc1C(=O)NCCC(=O)NC(C)CCc1ccccc1 (stereo unspecified)
→ -1.0, -5, 0, 2, -0.6, 1, -2.0, -0.9, 0.1, -2, 2.1
Cc1ccc(S(=O)(=O)CCC(=O)OCC(=O)Nc2ccc(N3CCOCC3)cc2)cc1
→ -0.5, -1, 0, -2, 0.9, 0, 2.1, -1.3, 1.5, -5, -0.5
COc1ccc(-c2cnnc(N/N=C/c3ccc(O)c(OC)c3)n2)cc1
→ -2.4, 13, 8, 5, 0.1, -16, 3.4, -1.3, -2.5, 4, -3.1
CN(C)C(=O)c1ccc2c(c1)n(C)c(=O)n2C
→ 1.5, 9, 0, 0, 0.1, 1, -0.7, -0.8, 0.1, -4, 0.3
COc1ccc(NS(=O)(=O)c2cccc(C(=O)N3CCC3)c2)cc1
→ 0.3, -5, -1, -7, -2.1, 7, 1.8, -0.8, -0.6, -3, 0.4
COc1ccccc1N(CC(=O)Nc1ccc(S(=O)(=O)N2CCOCC2)cc1)S(C)(=O)=O
→ 0.6, -7, 0, -7, -1.3, 1, -2.1, -1.6, -0.1, -3, -0.6
CCN(C(=O)CSc1nnc(-c2ccco2)n1CC)c1c(N)n(Cc2ccccc2)c(=O)[nH]c1=O
→ 0.7, -8, -2, 0, 0.0, 4, -2.0, -0.4, 0.1, -3, 0.3
COc1cc(C(=O)Nc2nc3ccccc3[nH]2)cc(OC)c1OC
→ -0.6, 9, -6, -9, 0.2, 8, 4.6, -1.6, 1.2, 8, -0.7
CSc1nc(NC(C)C)nc(N2CCOCC2)n1
→ 3.6, 13, 3, 5, -1.1, 2, 1.3, -0.8, 0.1, 0, 1.7
CC1=C(C(=O)Nc2ccc(C(=O)NC(C)c3ccccc3)cc2)SCCO1 (stereo unspecified)
→ -0.9, -8, 1, 3, -2.2, -1, 0.1, -1.2, -1.5, 1, 0.3
O=C(OCCOCCN=C1NS(=O)(=O)c2ccccc21)c1ccccc1Br
→ 2.1, 2, 4, -10, -1.7, 12, 3.5, -1.0, 0.2, -3, 0.6
COc1ccc(CNC(=O)C(C)N2CCN(c3ccc(C(C)=O)cc3)CC2)cc1 (stereo unspecified)
→ 1.3, 1, 2, -6, -1.8, -2, 2.1, -1.1, -0.2, 1, -0.2
Cc1c(C(=O)N2CCCCC2)c(S(=O)(=O)N(C)Cc2ccccc2)c(C)n1C
→ 1.9, 1, 2, 1, -0.6, 0, 0.2, -0.7, 2.2, -1, -0.1
O=C(C1CCN(S(=O)(=O)c2cccs2)CC1)N1CCc2ccccc2C1
→ 1.4, 4, 3, 3, -0.9, -4, 0.2, -1.5, -0.1, 0, -0.8
CCCCc1nnc(NC(=O)C23CC4CC(CC(NC(C)=O)(C4)C2)C3)s1
→ 0.8, -15, -1, -4, -0.7, 4, 1.7, -1.1, -1.2, -1, 0.1
Cc1c(-c2ccc(Br)cc2)nc2ccccn12
→ 7.2, -99, -11, -9, 8.4*, -1, 15*, 1.4*, 4.0*, -31, 1.4
Cc1cc(/C=C(\C#N)C(=O)NCc2ccco2)c(C)[nH]1
→ 1.5, -2, -5, -5, 0.1, 6, 2.8, -1.1, 0.5, 1, 1.6
O=C(NNC(=O)c1cc([N+](=O)[O-])ccc1Cl)c1cccs1
→ 1.0, 6, 6, 7, 0.0, -1, -0.7, -1.6, 0.6, 5, 1.1
CCCCN1C(=O)C2Cc3c([nH]c4ccccc34)CN2C1=S (stereo unspecified)
→ -0.4, -25, -60, -89, 0.4, -31, 1.0, -1.4, -1.1, -12, 0.2
COc1cccc(/C=N/n2c(-c3cc(C)[nH]n3)n[nH]c2=S)c1
→ -1.8, 3, 5, -10, 1.9, 19*, -1.5, -0.7, 0.0, -3, -0.9
CC[C@H](C)C(=O)O[C@H]1CCC=C2C=C[C@H](C)[C@H](CC[C@@H]3C[C@@H](O)CC(=O)O3)[C@H]21
→ -1.6, 8, 1, 4, -2.1, -13, 1.3, -0.6, 3.9*, -1, 0.3
Clc1ccc2nc(N3CCNCC3)nc(-c3ccccc3)c2c1
→ 3.7, -491, -205, -271, -2.3, 15, 0.0, -0.6, -0.4, -127, 1.4
CSc1ccccc1C(=O)N1CCN(c2ccc(F)cc2)CC1
→ 2.7, 4, -4, 0, -0.2, -1, -0.6, -1.3, -0.6, 0, 1.1
Cc1cccc(-n2c(CNC(=O)c3ccc(S(=O)(=O)N(C)C)cc3)nnc2SCC(=O)Nc2ccc(F)cc2)c1
→ -0.4, 3, 0, 0, -3.1, -21, -1.2, -1.2, -0.2, -3, -0.6
Cc1nc([N+](=O)[O-])cn1CC(O)c1ccc(Cl)cc1 (stereo unspecified)
→ 2.3, -10, 5, -5, -1.1, 8, 1.1, -0.4, -0.6, -3, x
CC1(C)Cc2cccc(Oc3ccc(S(=O)(=O)N4CCCCC4)cn3)c2O1
→ 0.2, -2, 0, 1, -0.1, -1, -3.1, -1.4, -0.8, -3, 1.4
CC(=O)c1ccc(-c2nnc(CCC(=O)N(C)Cc3cnc4ccccn34)o2)s1
→ -1.1, -6, -6, -9, 0.6, 2, 0.0, -1.0, 0.2, 2, 2.9
CN(CC(=O)Nc1ccc(Cl)cc1)C1=NS(=O)(=O)c2ccccc21
→ 2.2, -3, 1, -5, -1.7, -3, -1.5, -1.1, 0.4, -2, -0.1
COc1ccc(C(=O)NC(=S)N2CCOCC2)cc1Br
→ 1.4, -4, 3, -8, 1.7, 7, 2.8, -1.6, -0.3, -1, 0.3
CCc1c(C(=O)N2CCCN(C)CC2)csc1C
→ 2.8, -1, 0, -3, 0.5, 0, 2.1, -1.0, 0.3, -3, 0.3
COc1ccc(COCC(O)CN(Cc2ccccc2)C(C)C)cc1OC (stereo unspecified)
→ -1.5, 0, -1, 2, -0.7, -2, 2.0, -0.9, -0.3, -1, -0.3
CC(=O)N/C(=C\c1ccccc1)C(=O)OCC(=O)NC1CCCC1
→ -1.7, 3, 2, 4, 6.4*, 2, 1.5, -0.3, 0.4, 3, 1.1
O=C(CSc1nnc(-c2ccco2)o1)c1ccc(O)cc1O
→ 0.5, -3, -5, -7, -1.2, -4, -1.0, -0.6, 0.7, -4, -0.4
O=C(/C=C/c1ccccc1Cl)Nc1ccc(Cl)cn1
→ 3.7, -4, -1, 1, -1.3, -2, 2.7, -0.9, 0.1, -1, 1.4
O=S(=O)(NN=C1CCCCC1)c1ccccc1
→ 1.4, -3, 5, -5, -0.5, 5, -4.1, -1.2, -0.3, -2, 0.3
Brc1ccc(-c2nc(-c3ccccc3)no2)o1
→ 3.8, 6, 5, 5, 6.1*, 4, 12*, 1.4*, 3.3, 2, 3.9
CCCCCOc1ccc(Cl)cc1CN1CCOCC1
→ 3.1, -3, -1, -1, 1.1, -2, 4.3, -0.6, 0.7, -3, 0.9
CCN(CC)S(=O)(=O)c1ccc(N2CC(C(=O)NCc3ccco3)CC2=O)cc1 (stereo unspecified)
→ -0.9, -4, -1, -2, 0.5, -4, -0.2, -1.2, -0.4, -1, -0.9
C=CCOc1ccccc1CN1CCCCCC1
→ 0.1, 5, 4, -2, -0.7, 1, 1.7, -0.4, -0.5, 1, 1.4
OCC[C@@H]1C[C@H](O)[C@@H](O)[C@]2(CCCc3ccccc3O2)O1
→ 0.9, 7, 3, 5, 0.0, 3, -0.2, -1.3, 1.2, 3, 0.8
O=C(CSc1nnnn1-c1cccc(F)c1)NC1CCCCC1
→ -1.4, -9, 1, -4, -1.0, 4, 0.8, -1.0, -0.7, -4, -0.7
CC(=O)c1sc(NC(=O)C2CC(=O)N(Cc3ccco3)C2)nc1-c1ccccc1 (stereo unspecified)
→ 0.3, 8, -1, -5, -1.0, -18, -1.1, -0.8, -3.0, 1, 1.4
O=C(NCCc1ccccc1)c1n[nH]c(=O)c2ccccc12
→ 2.7, 8, 0, 0, 0.2, -3, 0.3, -0.9, 0.1, 2, 0.6

Screening results from PubChem.
